Assay outcomes (PubChem BioAssay)
mouse EphA4 binding – inhibitors of EphA4 binding to KYL peptide, primary screen, biochemical, colorimetric, mouse EphA4 (AID 689); EphA4-AP binding to KYL peptide, pNPP A405; higher % means a stronger effect; inhibition, % at 10 µM; hits with a dose series show IC50 in µM; hit rate 0.1% among 62,000; in the data active = a potency from the dose series; inactive = the rest, 99 in 100 with inhibition below about 22%
* hit, by the source's call. Some of the compounds tested, so the mix of outcomes need not match the whole.

SMILES	mouse EphA4 binding
COc1ccc(-c2nnn(CC(=O)N(Cc3cccs3)C(C)C(=O)NC3CCCC3)n2)cc1OC (stereo not drawn)	-15%
O=C(NC1CCN(C(=O)N2c3ccccc3Sc3ccccc32)CC1)c1ccccc1Cl	-6%
CCOc1ccccc1/C=C1/C(=O)NN(c2ccc(Br)cc2)C1=O	-5%
Cc1cc(NC(=O)CSc2n[nH]c(-c3cccs3)n2)no1	-3%
CCN(CC1COc2ccccc2O1)C(=S)Nc1ccccc1 (stereo not drawn)	-9%
CC(C)(C)NC(=O)CSc1nc2ccc(NC(=O)CSc3nnnn3Cc3ccccc3)cc2s1	-7%
CC1(C(=O)N(CC(=O)NC2CCCC2)C2CCCC2)CC(=O)N=C2C=CC=CN21 (stereo not drawn)	8%
O=C1CC(c2ccc([N+](=O)[O-])cc2)=NN1	-6%
CCn1c(CNc2ccc(Cl)cc2)nnc1SCC(=O)NCc1ccccc1	-20%
COc1ccc(NC(=O)N2Cc3ccccc3CC2C(=O)NC(C)(C)C)cc1 (stereo not drawn)	-9%
N#Cc1c(SCC(=O)OCc2ccccc2)nsc1SCC(=O)OCc1ccccc1	-1%
COc1cc2c(cc1OC)C(C(=O)N1CCOCC1)C(c1cccs1)N(C)C2=O (stereo not drawn)	2%
COC(=O)C1C(=O)OC(C)(C)C1C(C)C(=O)c1ccccc1 (stereo not drawn)	-10%
CC(C)C(=O)Nc1cccc(NC(=S)NC(=O)C(c2ccccc2)c2ccccc2)c1	-7%
Cn1c(SCc2ccc(F)cc2)nnc1-c1cccs1	-58%
COc1ccc(C)cc1NC(=O)C1CCCN1S(=O)(=O)c1ccc2c(c1)CCC(=O)N2 (stereo not drawn)	-15%
COc1cc(C(=O)Oc2c(CN3CCOCC3)cc(Cl)c3cccnc23)cc(OC)c1OC	0%
COC(=O)c1cc(OC)ccc1-c1ccc(OC)cc1	-16%
CCCCN(C)C(=O)CSc1nc(NCc2ccc(OC)cc2)c2ccccc2n1	-9%
COc1cccc(N(C(=O)Cn2nnc3ccccc32)C(C(=O)NCc2ccco2)c2cccnc2)c1 (stereo not drawn)	-15%
O=C(Nc1cc([N+](=O)[O-])ccc1Cl)c1cc(-c2ccc(Cl)cc2)nc2ccccc12	2%
CC1CCC2(CC1)NC(=O)N(Cc1nc(-c3ccccc3)no1)C2=O (stereo not drawn)	-2%
Cc1[nH]c2ccc(F)cc2c(=O)c1SC(F)(F)C(F)F	5%
CC1(C)C(c2cccs2)=[N+]([O-])C2(CCCCC/C2=N\NC(N)=O)N1O (stereo not drawn)	2%
O=C(NC1CCCCC1)c1ccc(Cn2cc(Br)cn2)o1	2%
O=c1c2ccccc2nnn1CSc1nnc(Nc2ccccc2)s1	1%
CCNC(=O)CN(c1ccc(C)cc1)S(=O)(=O)c1ccccc1	8%
Cn1c(=O)c2c(nc(-n3ccnc3)n2Cc2ccc(Cl)cc2Cl)n(C)c1=O	-16%
CCCCn1nc(CC(=O)O)c2ccccc2c1=O	-5%
Cc1occc1C(=O)Nc1nn[nH]n1	-3%
CCOC(=O)c1c(NC(=O)Cc2ccc(Cl)cc2)sc(C(=O)Nc2ccc(OC)cc2OC)c1C	1%
CCOC(=O)NC(=O)CN1C(=O)NC(C)(c2ccccc2)C1=O (stereo not drawn)	-2%
COc1ccc(NC(=O)/C=C/c2cc(Br)ccc2OC)cc1	-4%
Cc1ccc(S(=O)(=O)Oc2ccccc2/C=C2/SC(=S)N(Cc3ccccc3)C2=O)cc1	3%
COc1ccc(NC(=O)CC2C(=O)N(c3ccc(Cl)cc3)C(=S)N2CCc2ccncc2)cc1 (stereo not drawn)	0%
COc1ccc2oc(=O)c(C(=O)Nn3cnnc3)cc2c1	-3%
COC(Cn1c(C)c(C(C)=O)c(C(C)=O)c1C)OC	-26%
COc1ccc(C(=O)NCCNc2ccc([N+](=O)[O-])cc2)cc1OC	10%
COc1cc(NC(=O)C23CC4CC(C2)CC(n2nnc(C)n2)(C4)C3)c(OC)cc1Cl	-1%
COC(=O)c1sccc1NC(=O)CSc1ccc(Cl)cc1	-8%
O=C(c1cc(N2CCCCC2)nc2ccccc12)N1CCOCC1	5%
CCOC(=O)c1cc(NC(=O)C2C3CCC(O3)C2C(=O)O)cc(C(=O)OCC)c1 (stereo not drawn)	0%
N#CC1=C(N)Oc2cc(Nc3ccccc3)ccc2C1c1ccncc1 (stereo not drawn)	-6%
CCC(=O)Nc1nnc(SCC(=O)c2ccc3c(c2)Cc2ccccc2-3)s1	-9%
Cc1ccc2nc(S(=O)(=O)O)[nH]c2c1	-7%
CCSc1nnnn1-c1ccccc1	3%
CC(C)[C@H](N)c1nnc(SCC(=O)c2ccc(Cl)cc2)o1	-12%
CS(=O)(=O)N1CCN(c2ccc([N+](=O)[O-])c(NCCN3CCOCC3)c2)CC1	-14%
O=C1NC(=S)N/C1=C/c1cccc([N+](=O)[O-])c1O	-7%
O=C(NCc1ccccn1)C1CCN(S(=O)(=O)N2CCCCC2)CC1	-6%
COc1ccc(Cl)cc1N(CC(=O)Nc1ccc2c(c1)OCCO2)S(C)(=O)=O	4%
O=C(NCc1ccccc1)c1cccc(COc2cccc(Cl)c2)c1	9%
O=C1c2ccccc2C(=O)N1CCCc1nc2ccccc2c(=O)n1-c1cccnc1	6%
COc1ccc(NC(=O)c2ccc3c(c2)C(=O)N(c2ccccc2-c2ccccc2)C3=O)c(OC)c1	-4%
Cc1cc(/C=C2\C(=O)NC(=S)N(c3ccc(Cl)cc3)C2=O)c(C)n1C	-6%
CCOC(=O)C1=C(C)N=c2s/c(=C\c3ccc([N+](=O)[O-])o3)c(=O)n2C1c1ccc(OCC)cc1 (stereo not drawn)	14%
CC(=O)CCS(=O)(=O)c1ccc(NC(C)=O)cc1	-5%
CS(=O)(=O)N(CC(=O)Nc1ccccc1Sc1ccccc1)C1CCCCC1	14%
O=C(CN1C(=O)C2CC=C(Cl)CC2C1=O)NCc1ccccc1 (stereo not drawn)	-3%
O=c1c2ccccc2nc2n1C(CSc1ccc(Br)cc1)CN2 (stereo not drawn)	10%

3 entries out of the list, sorted by SMILES length, highest first:
SMILES	mouse EphA4 binding
COc1cccc(N(C(=O)Cn2nnc3ccccc32)C(C(=O)NCc2ccco2)c2cccnc2)c1 (stereo not drawn)	-15%
CS(=O)(=O)N1CCN(c2ccc([N+](=O)[O-])c(NCCN3CCOCC3)c2)CC1	-14%
CC(=O)CCS(=O)(=O)c1ccc(NC(C)=O)cc1	-5%

Following part.
SMILES	mouse EphA4 binding
COc1ccc(NC(=O)C(=O)NCC2CCCO2)cc1Cl (stereo not drawn)	-10%
CN(C)c1ccc(-c2nc3cc(NC(=O)c4cc5ccccc5o4)ccc3o2)cc1	-12%
Cc1cc(C)n(-c2nc3c(c(=O)[nH]c(=O)n3C)n2Cc2cccc(Br)c2)n1	-6%
O=C(Cc1cccc2ccccc12)N/N=C/c1ccc(Sc2nc3ccccc3s2)o1	11%
CCOC(=O)N1CCN(C(=O)CN(c2cccc(C(F)(F)F)c2)S(C)(=O)=O)CC1	-4%
COc1ccccc1N(C(=O)CNS(=O)(=O)c1ccccc1)C(C(=O)NCc1ccco1)C(C)C (stereo not drawn)	-6%
Cc1cc(OCCCn2ccnc2)cc(C)c1Cl	2%
CCC(C)(C(=O)NC1CCCCC1)N(C)C(=O)c1ccc2c(c1)OCO2 (stereo not drawn)	-8%
O=C(Nc1ncc(Cc2ccccc2)s1)C1COc2ccccc2O1 (stereo not drawn)	0%
Cc1ccc(/C=N/NC(=O)c2cc3c(ccc4ccccc43)o2)cc1[N+](=O)[O-]	-17%
c1ccc(-n2ncc(-c3nn[nH]n3)n2)cc1	3%
Cc1c(-c2ccccc2)c(P(=O)(N2CCOCC2)N2CCOCC2)c2ccccn12	10%
Cc1ccc2[nH]c(C)c(/C=N/Nc3nc4ccccc4s3)c2c1	-24%
Cn1c(C2=C(O)CN(c3ccc4c(c3)OCCO4)C2=N)nc2ccccc21	-4%
Cc1snc(SCC(=O)c2ccc(Cl)cc2)c1C#N	-9%
CC1CCN(C(=O)CSc2nc3ccccc3s2)CC1	0%
CSC1=N/C(=C\c2ccc(C)cc2)C(=O)S1	-5%
COC(=O)C(CC(=O)Nc1cc(C)ccc1C)Nc1ccccc1OC (stereo not drawn)	-10%
O=c1nc2n(c3c1oc1ccccc13)Cc1ccccc1-2	-14%
O=C(c1ccccc1)c1cc2ccccc2o1	-9%
Cc1nc(NCC2CCCO2)c2oc3ccccc3c2n1 (stereo not drawn)	-4%
O=C(NCc1ccc(F)cc1)C1CCC(=O)N1CCc1ccccc1 (stereo not drawn)	-14%
CCOc1ccc2nc(NC(=O)CSC3=NCCS3)sc2c1	-17%
CCNC(=S)NNC(=O)c1cc(-c2cccc(C)c2)nc2ccccc12	0%
CC(C)(C)S(=O)(=O)c1ccccc1C(=O)O	-14%
COC(=O)c1ccc(C(=O)OC)c(NC(=O)COC(=O)C2CCC(C(C)(C)C)CC2)c1 (stereo not drawn)	3%
O=C(NCc1cccnc1)C1c2ccccc2C(=O)N1C1CCCCCC1 (stereo not drawn)	-17%
O=[N+]([O-])c1ccc(C2CCCC/C2=N/OCc2ccccc2F)c([N+](=O)[O-])c1 (stereo not drawn)	-7%
N/C(=N\c1nc2ccccc2o1)NC(=O)C(Cc1ccccc1)N1C(=O)c2ccccc2C1=O (stereo not drawn)	-2%
C=CCN=C(NC#N)SCCc1ccccc1	1%
CSC1=C(C#N)C(c2ccccc2Cl)C2=C(N1)c1ccccc1C2=O (stereo not drawn)	7%
Cc1cc([N+](=O)[O-])ccc1NCc1ccc2ccccc2c1	0%
C=CCN1C(=O)/C(=C2/C=Cc3cc(C)ccc3N2CC)SC1=S	2%
CCN1CCC2(CC1)C(C#N)=C(N)Oc1c2sc2nc(C)cc(C)c12	0%
Cc1cccc(NC(=O)NCCc2c[nH]c3ccccc23)c1	-11%
CCCn1c(=C(C#N)C#N)s/c(=C2\C=Cc3ccccc3N2CC)c1=O	-10%
Cc1ccccc1-c1nc(Cc2ccccc2Cl)no1	-7%
O=C(/C=C/c1cccc(C(F)(F)F)c1)Nc1ccc(Br)cc1	-6%
COc1ccc(C(=O)N2CCN(c3ccc(C)c(C)c3)CC2)cc1OC	-4%
Cc1cc(N2CCOCC2)cc(C)[n+]1[O-]	-4%

4 entries drawn at random from those above:
SMILES	mouse EphA4 binding
Cc1cccc(NC(=O)NCCc2c[nH]c3ccccc23)c1	-11%
O=C(NCc1ccc(F)cc1)C1CCC(=O)N1CCc1ccccc1 (stereo not drawn)	-14%
O=C(/C=C/c1cccc(C(F)(F)F)c1)Nc1ccc(Br)cc1	-6%
Cc1nc(NCC2CCCO2)c2oc3ccccc3c2n1 (stereo not drawn)	-4%

More entries:
SMILES	mouse EphA4 binding
CCN(CCCNC(=O)c1ccc(N2CCCC2=O)cc1)c1cccc(C)c1	-4%
O=[N+]([O-])c1ccc(Oc2ccc(/C=N/O)cc2)nc1	5%
CCCOc1ccc(C2C(C(=O)c3ccc(C)o3)=C(O)C(=O)N2CCN2CCOCC2)cc1OC (stereo not drawn)	-5%
Cc1onc(-c2c(F)cccc2Cl)c1C(=O)Nc1sc2c(c1C(N)=O)CCC2	1%
CCCOc1ccc(C(=O)NCc2ccccc2)cc1	-2%
CCCS(=O)(=O)n1nc(-c2ccc(C)cc2)cc1N	1%
Cc1ccccc1OCC(=O)NC1=NCCS1	-13%
O=C(c1ccc(S(=O)(=O)N2CCOCC2)cc1)N(Cc1ccco1)Cc1cccs1	-5%
CC(C)NC(=O)c1ccccc1NC(=O)C1CCCO1 (stereo not drawn)	-5%
O=C(NCc1ccccc1)c1ccc(/C=N/O)nc1	-10%
Cc1ccc2c(c1)N(CCC(=O)NCC1CCCO1)C(=O)CO2 (stereo not drawn)	-12%
Oc1ccccc1Nc1ncnc2c1oc1ccccc12	-8%
CCOC(=O)N1CCN(C(=O)Nc2ccc3nc(C)c(C)nc3c2)CC1	2%
CCCCC[n+]1ccn(-c2nc3ccccc3nc2[N-]S(=O)(=O)c2ccc(C)cc2)c1	-2%
CCc1ccc2nc3c(c(C(=O)O)c2c1)CCC3	4%
Cc1nc2ccccc2n1S(=O)(=O)c1ccc(S(=O)(=O)N2CCCCCC2)cc1	6%
CCC(C)NC(=O)CSc1nc2ccsc2c(=O)n1NC(=O)c1ccccc1 (stereo not drawn)	-9%
CC(=O)n1c2ccccc2c2ccccc21	-9%
NC1=NN(c2ccc(N)cc2)CC1	-1%
CCSc1nnc(NC(=O)C(C)C)s1	-5%

Part of the list above, set out differently.
smiles | mouse EphA4 binding
Oc1ccccc1Nc1ncnc2c1oc1ccccc12 | -8%
Cc1nc2ccccc2n1S(=O)(=O)c1ccc(S(=O)(=O)N2CCCCCC2)cc1 | 6%
CCc1ccc2nc3c(c(C(=O)O)c2c1)CCC3 | 4%
CCCS(=O)(=O)n1nc(-c2ccc(C)cc2)cc1N | 1%
Cc1ccc2c(c1)N(CCC(=O)NCC1CCCO1)C(=O)CO2 (stereo not drawn) | -12%
O=C(NCc1ccccc1)c1ccc(/C=N/O)nc1 | -10%

In another format: results already given
mouse EphA4 binding | Structure
5% | O=[N+]([O-])c1ccc(Oc2ccc(/C=N/O)cc2)nc1
-5% | CCCOc1ccc(C2C(C(=O)c3ccc(C)o3)=C(O)C(=O)N2CCN2CCOCC2)cc1OC (stereo not drawn)
-1% | NC1=NN(c2ccc(N)cc2)CC1
-9% | CC(=O)n1c2ccccc2c2ccccc21

The results go on:
SMILES	mouse EphA4 binding
CCN(CC)c1ccc(-c2nn3c(-c4cccnc4)nnc3s2)cc1	7%
Cc1ccc(-c2nc3ccc(C(=O)O)cc3nc2-c2ccc(C)cc2)cc1	-17%
COc1ccc(C(=O)CSc2nc3ccc([N+](=O)[O-])cc3[nH]2)cc1	8%
O=C(/C=C/c1cccc(C(F)(F)F)c1)Nc1ccccc1Cl	14%
CCOC(=O)N1CCN(c2ncnc3c2oc2nc(C(C)C)c4c(c23)CCC4)CC1	0%
COCCCNC(=O)c1cccn2c(=O)c3cc4ccccc4cc3nc12	16%
O=C(Cc1ccc(-n2c(=S)[nH]c3ccccc3c2=O)cc1)N1CCC(N2CCCCC2)CC1	-2%
